# Bioassay records deposited in PubChem by National Center for Advancing Translational Sciences (NCATS).
# Pf growth 96h: Primary qHTS for delayed death inhibitors of the malarial parasite plastid, 96 hour incubation; P. falciparum luciferase reporter growth, 96 h; Potency, µM (top dose mostly 28.7 µM), without a hit: top-dose activity change, negative = inhibition, most hits filed as inhibitors; 320,000 compounds, 6.9% hits; note: potency is the fitted concentration of half-maximal effect; % is set by controls: 0 for no effect and ±100 for the full control effect
#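 Erythrocytes infected with luciferase-expressing P. falciparum were dispensed at 2% hematocrit and 0.05% parasitemia (final), then incubated with compounds 96 hours at 37 C in 5% CO2. Luminescence after detection reagent addition reported growth.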
# Shiga inhibitor: A qHTS for Small Molecule Inhibitors of Shiga Toxin. 290,000 compounds, 9.2% hits. AID 2315, 2010. Vero cells, Shiga toxin protein synthesis inhibition reporter. inhibition, % at 38.7 µM; in the data active = inhibition mostly above about 28%, no sharp cut-off; inactive = mostly below about 43%; note: 0% is about no effect
# Tb PYK inh: qHTS of Trypanosoma Brucei Inhibitors; TbPYK enzyme, Kinase-Glo Plus ATP luminescence, 45 min; pyruvate kinase (Trypanosoma brucei), Q57TT1; 410,000 compounds, 0.12% hits; Potency, µM (doses to about 76.8 µM), without a hit: at the top dose activity, negative = inhibition, hits mostly inhibitors; note: potency is the fitted concentration of half-maximal effect; % is set by controls: 0 for no effect and ±100 for the full control effect; nearly all actives have a fitted effect of over 50% in size
#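 In this concentration-response screen, enzyme-free wells defined baseline while DMSO plates tracked drift. Each reaction combined TbPYK, substrate, compound and 130 uM ADP for 45 min at room temperature. Kinase-Glo Plus luminescence gave the signal.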
# LmPK inhibitor: qHTS Assay for Inhibitors of Leishmania Mexicana Pyruvate Kinase (LmPK). Q27686. purified LmPK, Kinase-Glo ATP luminescence, 1 h. Potency, µM (titrated, usually from 57.5 µM), for the others: at the highest dose activity change, negative = inhibition, usual class: inhibitors. 290,000 compounds, 0.37% hits; note: potency is the fitted concentration of half-maximal effect; % is set by controls: 0 for no effect and ±100 for the full control effect
# Target sequence (Q27686 whole entry, looked up): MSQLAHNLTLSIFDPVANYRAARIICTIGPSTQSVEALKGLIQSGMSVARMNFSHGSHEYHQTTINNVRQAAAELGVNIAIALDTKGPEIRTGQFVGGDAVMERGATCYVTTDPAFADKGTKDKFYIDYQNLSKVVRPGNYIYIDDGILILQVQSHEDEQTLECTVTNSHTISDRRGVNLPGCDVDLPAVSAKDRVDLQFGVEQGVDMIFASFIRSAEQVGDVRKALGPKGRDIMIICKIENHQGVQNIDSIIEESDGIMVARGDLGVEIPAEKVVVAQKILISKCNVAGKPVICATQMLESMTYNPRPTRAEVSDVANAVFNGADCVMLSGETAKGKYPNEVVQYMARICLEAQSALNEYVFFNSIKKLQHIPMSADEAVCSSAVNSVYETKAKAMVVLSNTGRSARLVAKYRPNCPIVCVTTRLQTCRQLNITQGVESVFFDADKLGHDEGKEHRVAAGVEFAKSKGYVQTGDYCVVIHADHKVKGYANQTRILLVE
#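 In 50 mM imidazole pH 7.2 with 7 mM MgCl2, LmPK (0.1 nM) turned over PEP (0.5 mM) and ADP (0.1 mM) for 1 h at room temperature. Luciferase read-out of ATP.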
# AMA1-RON2 inh: qHTS for Inhibitors of AMA1-RON; Towards Development of Antimalarial Drug Lead: Primary Screen; Plasmodium falciparum AMA1 (3D7) - RON2 peptide interaction; AlphaScreen AMA1-biotinylated RON2 peptide binding; Potency, µM (highest dose often 58.2 µM), without a hit: top-dose activity change, negative = inhibition, usual class: inhibitors; 360,000 compounds, 0.2% hits; AID 720542, 2013;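 note: potency is the fitted concentration of half-maximal effect; 0% = vehicle wells and -100% = peptide control; nearly all actives have a fitted effect of over 45% in size; some results filed as inactive show a strong effect at the top dose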
#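 AMA1 (3D7) with his tag at 25 nM final met compounds first, then biotinylated RON2 peptide at 25 nM; detection used donor plus acceptor beads, 10 µg/mL apiece, read by AlphaScreen after 30 min at room temperature.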
# Pf growth 48h: Primary qHTS for delayed death inhibitors of the malarial parasite plastid, 48 hour incubation. 310,000 compounds, 5.9% hits. AID 504832, 2011. Potency, µM (highest dose often 28.7 µM), for the others: at the highest dose activity change, negative = inhibition, most hits filed as inhibitors. P. falciparum luciferase growth in erythrocytes, 48 h; note: potency is the fitted concentration of half-maximal effect; % is set by controls: 0 for no effect and ±100 for the full control effect
#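 Luminescence readout; reporter = integrated firefly luciferase in P. falciparum. RBC culture at 2% hematocrit, 0.1% parasitemia final, 37 C/5% CO2; decreased signal taken as growth inhibition.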
# CHX counter: Cycloheximide Counterscreen for Small Molecule Inhibitors of Shiga Toxin | cell reporter, cycloheximide protein synthesis inhibition counterscreen | max response, % | 300,000 compounds, 12% hits; in the data active = max response mostly above about 13%, no sharp cut-off; inactive = mostly below about 14%; note: read at 38.3 µM for the half of the compounds with a filed dose; 0% is about no effect
# * = called active by the depositor; ? = inconclusive; nt = no result given; [ ] = dose if it differs, or a comment. Unless noted, calls come from the whole dose curve; as a rule, active = well fitted curve in the direction sought with a large enough effect; inconclusive = small, poorly fitted or top-dose-only effect, or another doubt; inactive = no such curve, though single readings can be large; an effect the other way counts as inactive or inconclusive.
Compound	Pf growth 96h	Shiga inhibitor	Tb PYK inh	LmPK inhibitor	AMA1-RON2 inh	Pf growth 48h	CHX counter
CCS(=O)(=O)NCCc1csc(-c2cccnc2)n1	32%[activator]	7	3%	1%	-4%	11%	2
CN1C(=O)C2(C(C#N)=C(N)N(c3cc(Cl)cc(Cl)c3)C3=C2C(=O)CC(C)(C)C3)c2ccccc21 (centres undefined)	?	3	-5%	-3%	4%	?	-5
O=C(CN1C(=O)c2ccccc2C1=O)N1CCN=C1c1ccccc1	10%	8	-4%	-5%	31%[activator]	-1%	-1
O=C(c1cc2ccc([N+](=O)[O-])cc2oc1=O)N1CCOCC1	-8%	-4	-2%	-4%	-7%	-14%	1
Cc1cc(=O)oc2cc(OCC(=O)OCC(=O)Nc3ccc(C(C)C)cc3)ccc12	69%[activator]	3	2%	3%	-19%	44%[activator]	8
CCOC(=O)C1CCN(C(=O)CN2C(=O)c3ccccc3S2(=O)=O)CC1	34%[activator]	nt	3%	nt	6%	47%[activator]	nt
Cc1ccc(CSCC(=O)N(CCC(C)C)c2c(N)n(Cc3ccccc3)c(=O)[nH]c2=O)cc1	?	nt	-7%	nt	-23%	6%	nt
c1ccc2oc(-c3ccc(Nc4nc(N5CCCC5)nc(N5CCOCC5)n4)cc3)nc2c1	25%	8	nt	1%	nt	10%	3
C=CCn1c(SCc2c(C(=O)OC)sc(N)c2C(=O)OC)nnc1-c1ccc(Cl)cc1	3.3µM*	-13	-8%	1%	10%	nt	-2
O=C1Nc2ccccc2N(O)N1c1ccc(S(=O)(=O)N2CCOCC2)cc1	?	-10	-23%	2%	0%	-3%	-3
CCOC(=O)Cc1nnc(NCc2ccccc2)c2ccccc12	-16%	-4	-2%	-2%	-1%	-21%[0.00184 µM]	-3
CCOC(=O)CSc1nc2ccccc2c(=O)n1CC1CCCO1 (centres undefined)	?	-3	9%	1%	1%	22%	-5
Cc1c(NC(=O)c2cccc(NC(=O)COc3ccccc3)c2)c(=O)n(-c2ccccc2)n1C	39%[activator]	nt	-4%	nt	-8%	25%	nt
Cc1ccc(-c2cc(C(=O)N/N=C/c3c[nH]c4ccccc34)n[nH]2)o1	4%	-1	-1%	2%	31%[activator]	4%	17*
CC(C)CN1C(=O)NC(NC(=O)c2cccnc2)(C(F)(F)F)C1=O (centres undefined)	?	19	1%	0%	1%	19%	1
Cc1ccc(C(C(=O)NCC2CCCO2)N(C(=O)c2snc(C(N)=O)c2N)c2ccccc2F)o1 (centres undefined)	-28%	5	6%	-2%	-7%	?	-5
CCOC(=O)C1CCN(Cc2ccc(O)c(OC)c2)CC1	2%	13	nt	-1%	-9%	31%[activator]	-1
Cc1ccc(C(=O)Nc2ncccc2C)cc1S(=O)(=O)N1CCOCC1	?	nt	0%	nt	-10%	-10%	nt
CCc1ccc(C(=O)NC(C(=O)NCC2CCCO2)C(C)C)cc1 (centres undefined)	2%	-4	1%	1%	-2%	-5%	-2
O=C(CCCCn1c(=O)c2ccccc2n(CC(=O)NC2CCCC2)c1=O)NCc1ccco1	0%	27	-8%	-8%	-2%	-25%	-2
CC(=O)NC(=S)Nc1ccc(NC(=O)COc2ccc(Cl)cc2)cc1	?	-4	1%	8%	18%	nt	-2
Cc1cc(C)n(CCN(C)C(=O)CCc2nnc(-c3ccc4c(c3)OCO4)o2)n1	0%	48	2%	2%	1%	-26%	9.7*
O=c1cc(CN2CCN(c3ccccc3F)CC2)c2cc(O)c(-c3ccccc3)cc2o1	2.3µM*	18	-5%	9%	2%	2.6µM*	-2
O=C(CCCNC(=O)/C(=C\c1ccc(F)cc1)NC(=O)c1ccccc1)OCc1ccccc1	114%[activator]	-5	4%	4%	-2%	-17%	-5
CC(Oc1ccccc1F)C(=O)NNC(=O)CC(C)c1ccccc1 (centres undefined)	11%	nt	3%	nt	84%[activator]	-20%	nt
CC(C)C(C)NC(=O)CSc1ccc(S(=O)(=O)N2CCOCC2)cn1 (centres undefined)	-7%	nt	-11%	nt	15%	-8%	nt
O=C(N=C1SC2CS(=O)(=O)CC2N1c1ccc(F)c(Cl)c1)C1CC1 (centres undefined)	13%	-8	0%	7%	10%	3%	1
CCOC(=O)C1CCCN(C(=O)c2cc3c(-c4cccc(OC)c4)nn(C)c3s2)C1 (centres undefined)	nt	-10	-7%	3%	-15%	?	-2
CC(C)C(=O)OC1CCS(=O)(=O)c2sccc21 (centres undefined)	8%	-5	4%	4%	5%	-10%	-3
CCOc1cc(C(=O)NC(=S)Nc2nc(C)cc(C)n2)cc(OCC)c1OCC	-14%	3	-3%	-2%	75%[activator]	-12%	4
COc1ccc(N(CC(=O)NCCSCc2ccco2)S(=O)(=O)c2ccc(C)cc2)cc1	59%[activator]	0	3%	11%	5%	?	1
CC(=O)Nc1ccc(S(=O)(=O)NC(C(=O)O)C(C)O)cc1 (centres undefined)	48%[activator]	-11	-3%	4%	-14%	-3%	-2
CN1CC(=O)N(CC(=O)Nc2ccc(N(C)C)cc2)c2ccccc2C1=O	9%	26	-23%	?	5%	31%[activator]	8
CC1CCN(C2(O)C(=O)Nc3ccc([N+](=O)[O-])cc32)CC1 (centres undefined)	6%	-15	-4%	-2%	-9%	-4%	-2
COc1ccc(S(=O)(=O)N(CC(=O)N2CCN(c3ccccc3OC)CC2)c2ccccc2)cc1	22%	6	7%	1%	15%	?	9
Brc1cccc(-c2nc(-c3ccncc3)no2)c1	-7%	12	-3%	15%	4%	nt	11
O=C(O)CCC(=O)N1N=C(c2ccccc2)CC1c1cccs1 (centres undefined)	-12%	6	1%	-1%	-6%	14%	1
COc1cc(OC)cc(C(=O)NCC(=O)Nc2ccc(C)c(Cl)c2)c1	-24%	20	-3%	-4%	-4%	-7%	4
COc1ccc(/C(N)=N/OC(=O)c2ccc(C)c([N+](=O)[O-])c2)cc1	18%	15	6%	2%	-1%	nt	15
COc1cc(OC)c(C(=O)Nc2cccnc2)cc1OC	?	19	-15%	-7%	-16%	15%	-2

# Structural class: those above containing a furan ring, fused or not
Compound	Pf growth 96h	Shiga inhibitor	Tb PYK inh	LmPK inhibitor	AMA1-RON2 inh	Pf growth 48h	CHX counter
Cc1ccc(-c2cc(C(=O)N/N=C/c3c[nH]c4ccccc34)n[nH]2)o1	4%	-1	-1%	2%	31%[activator]	4%	17*
Cc1ccc(C(C(=O)NCC2CCCO2)N(C(=O)c2snc(C(N)=O)c2N)c2ccccc2F)o1 (centres undefined)	-28%	5	6%	-2%	-7%	?	-5
O=C(CCCCn1c(=O)c2ccccc2n(CC(=O)NC2CCCC2)c1=O)NCc1ccco1	0%	27	-8%	-8%	-2%	-25%	-2
COc1ccc(N(CC(=O)NCCSCc2ccco2)S(=O)(=O)c2ccc(C)cc2)cc1	59%[activator]	0	3%	11%	5%	?	1

# New compounds follow:
Compound	Pf growth 96h	Shiga inhibitor	Tb PYK inh	LmPK inhibitor	AMA1-RON2 inh	Pf growth 48h	CHX counter
CCCn1c(=N)n(CC(O)COc2ccc(C)cc2)c2ccccc21 (centres undefined)	5.2µM*	-7	1%	1%	-1%	2.1µM*	-4
O=C(COC(=O)c1cc([N+](=O)[O-])ccc1NCCO)c1ccccc1	54%[activator]	-11	7%	2%	0%	?	13
Cc1cc(C)nc(/N=C(/NC(=O)c2ccccc2)Nc2ccccc2)n1	nt	-14	-4%	2%	5%	-1%	-7
COc1cnc(-c2ccccn2)nc1Sc1ccc(Cl)cc1	1.7µM*	-13	1%	10%	42%[activator]	2.3µM*	-2
Cc1ccc(Cl)cc1NS(=O)(=O)Cc1ccccc1	-30%	-10	-1%	-1%	1%	13%	-3
CCN1CCN(CC(=O)Nc2c(OC)cccc2OC)CC1	-6%	-4	3%	-6%	-13%	nt	-3
COCCNC(=O)C(=O)NNS(=O)(=O)c1ccc2ccccc2c1	?	-14	-1%	8%	-27%	24%	-3
CC(/C=N/NC(=O)c1cc(C(C)C)[nH]n1)=C\c1ccccc1	-23%	18	2%	0%	76%[activator]	-16%	-1
COc1ccc(NC(=O)CN(C)C(=O)CCNS(=O)(=O)c2ccc(Br)cc2)cc1	7%	-11	1%	-15%	24%	-3%	-2
O=C(Cn1cnnn1)Nc1cccc([N+](=O)[O-])c1	1%	4	0%	0%	-7%	15%	-5
COc1ccc(CCNC(=O)C2CCC(=O)N(CC3CCCCC3)C2)cc1 (centres undefined)	44%[activator]	-6	-9%	1%	?	?	0
COc1ccc2oc(=O)c(C(=O)N3CCN(C(=O)c4ccccc4)CC3)cc2c1	?	-10	4%	-4%	0%	3%	-3
O=C(CN1C(=O)c2cccnc2Oc2ccc(Cl)cc21)N1CCCC1	?	13	0%	6%	-4%	0%	2
CCc1cc2c(SCC(=O)N3CCCC3=O)ncnc2s1	?	nt	-2%	nt	36%[activator][11.6 µM]	-5%	nt
Cn1ccs/c1=N\S(=O)(=O)c1ccc(F)cc1	nt	-18	3%	-7%	-13%	-2%	-1
CCOC(=O)c1sc2nc(CC(=O)OC)nc(NCc3ccc(Cl)cc3)c2c1C	?	-7	1%	11%	1%	nt	-2
O=C(Cn1cnc([N+](=O)[O-])n1)NCCc1ccccc1	?	17*	-2%	5%	2%	?	6
COc1ccc(N2CCN(CCNC(=O)c3ccc4c(c3)[nH]c(=S)n3c5ccccc5nc43)CC2)cc1	10µM*	4	-1%	-3%	7%	?	-3

# Compound profiles, from the list above. Screens in order: Pf growth 96h | Shiga inhibitor | Tb PYK inh | LmPK inhibitor | AMA1-RON2 inh | Pf growth 48h | CHX counter
# `Cc1cc(C)nc(/N=C(/NC(=O)c2ccccc2)Nc2ccccc2)n1` reads nt | -14 | -4% | 2% | 5% | -1% | -7
# `COc1ccc(N2CCN(CCNC(=O)c3ccc4c(c3)[nH]c(=S)n3c5ccccc5nc43)CC2)cc1` reads 10µM* | 4 | -1% | -3% | 7% | ? | -3

# As entered above:
# Reading for `CCN1CCN(CC(=O)Nc2c(OC)cccc2OC)CC1` in LmPK inhibitor: -6%
# Reading for `Cn1ccs/c1=N\S(=O)(=O)c1ccc(F)cc1` in LmPK inhibitor: -7%
# Reading for `COc1ccc(N2CCN(CCNC(=O)c3ccc4c(c3)[nH]c(=S)n3c5ccccc5nc43)CC2)cc1` in Tb PYK inh: -1%

# Rows were taken by chance; overall some 21% were active at least once.
